# Screening results (PubChem)
# Epigenetic derep = regulators of epigenetic silencing causing reporter derepression in mouse cells; actives 0.2% (n = 280,000); Potency, µM (top dose mostly 53.9 µM), for the others: top-dose GFP activation, hits mostly activators; AID 1865; murine LDR cells, GFP reporter derepression, 30 h; note: % of control where 0% means no effect; nearly all actives have a fitted effect of over 60% in size
#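 Reporter derepression read as number of fluorescent GFP-positive objects, 20-120 um in size, counted by laser-scanning cytometer. Mouse LDR line with an epigenetically silenced CMV-GFP locus; compound incubation 30 h, 37 C.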
# GAA glycogen = GAA glycogen-cleavage inhibition or activation; P10253; recombinant GAA, glycogen substrate, Amplex Red glucose oxidase fluorescence; Potency, µM (series often up to 76.4 µM), for the others: top-dose activity change, negative = inhibition, actives largely listed as inhibitors; actives 0.38% (n = 300,000);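 note: 0% = full enzyme reaction and -100% = no-enzyme basal signal; the screen sought inhibitors and activators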
#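 qHTS, 1536-well; enzyme 4 nM final; cpd up to 77 uM; substrate bovine liver glycogen 30 ug; 50 mM citrate/phosphate pH 5.0, 0.01% Tween-20; 37 C, 40 min; Amplex Red detection 45 min RT; Hill fit → AC50.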
# NPSR antag = neuropeptide S receptor (human) antagonism, cAMP. Q6W5P4. actives 1% (n = 220,000). CHO-NPSR cells, cAMP TR-FRET, antagonist mode. Potency, µM (series often up to 38.3 µM), inactives show at the highest dose activity change, negative = inhibition, most hits filed as inhibitors. AID 1461; note: % is set by controls: 0 for no effect and ±100 for the full control effect; nearly all actives have a fitted effect of over 50% in size; many of its hits are not listed in these tables
# Target sequence (Q6W5P4 whole entry, looked up): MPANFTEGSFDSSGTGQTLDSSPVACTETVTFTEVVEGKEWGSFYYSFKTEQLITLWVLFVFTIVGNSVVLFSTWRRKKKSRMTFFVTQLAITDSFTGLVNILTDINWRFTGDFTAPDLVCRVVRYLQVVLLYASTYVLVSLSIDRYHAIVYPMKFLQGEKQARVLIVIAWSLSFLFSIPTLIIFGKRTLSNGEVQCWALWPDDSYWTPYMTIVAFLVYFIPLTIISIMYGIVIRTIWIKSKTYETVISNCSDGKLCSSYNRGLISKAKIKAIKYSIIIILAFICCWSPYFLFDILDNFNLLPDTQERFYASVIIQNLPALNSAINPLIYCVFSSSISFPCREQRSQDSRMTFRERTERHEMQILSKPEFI
# aGlu spleen mod = inhibitors or activators of human alpha-glucosidase in spleen homogenate; human spleen homogenate, 4-MU-alpha-glucoside fluorescence; P10253; AID 2112; actives 0.006% (n = 240,000); Potency, µM (doses to about 79.9 µM), for inactives: top-dose activity change, negative = inhibition, actives largely listed as inhibitors;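 note: 0% = enzyme with vehicle and -100% = no enzyme basal signal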
#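 Enzyme source: human spleen homogenate, 1 ug/well. Buffer 50 mM citric acid/K phosphate pH 5.0, 0.01% Tween-20. 4-MU-alpha-glucoside 1 mM; 37 C x 40 min; NaOH/glycine stop; fluorescence.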
# aGal spleen mod = inhibitors or activators of human alpha-galactosidase in spleen homogenate; human spleen homogenate, 4MU-alpha-Gal fluorescence, 40 min; Potency, µM (doses to about 80 µM), for inactives: at the highest dose activity change, negative = inhibition, usual class: inhibitors; actives 0.008% (n = 240,000); AID 2107;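 note: 0% = enzyme with vehicle and -100% = no enzyme basal signal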
# Target sequence (P06280 32-429 limits assumed): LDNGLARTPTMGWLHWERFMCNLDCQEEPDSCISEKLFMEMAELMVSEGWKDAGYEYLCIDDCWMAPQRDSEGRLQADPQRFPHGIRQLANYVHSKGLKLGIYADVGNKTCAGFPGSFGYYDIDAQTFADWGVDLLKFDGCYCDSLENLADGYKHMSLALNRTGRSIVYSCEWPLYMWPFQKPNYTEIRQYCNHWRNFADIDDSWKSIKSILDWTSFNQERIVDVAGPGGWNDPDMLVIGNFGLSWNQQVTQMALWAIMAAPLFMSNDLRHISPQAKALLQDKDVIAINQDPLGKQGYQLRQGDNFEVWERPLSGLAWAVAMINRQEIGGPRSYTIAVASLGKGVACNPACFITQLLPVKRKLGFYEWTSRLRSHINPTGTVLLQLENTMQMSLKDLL
#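 Fluorogenic readout (Ex 365/Em 440 nm) of 4-methylumbelliferone released from 1 mM 4-MU-alpha-galactoside by spleen homogenate, 40 min at 37C, pH 5.0. Data normalized to no-enzyme and enzyme controls; Hill-equation AC50 from compound titrations.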
# ALDH1A1 block = ALDH1A1 (human) enzyme inhibition; P00352; Purified ALDH1A1, NADH fluorescence, propionaldehyde substrate; Potency, µM (series often up to 75.3 µM), inactives show at the highest dose activity, negative = inhibition, most hits filed as inhibitors; actives 7.3% (n = 220,000); AID 1030; active = well fitted inhibition curve with a large enough effect, not every such curve was filed as active; inconclusive = small, poorly fitted or top-dose-only effect, or another doubt; inactive = no such curve, though single readings can be large or run the other way;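 note: plate controls were no enzyme wells and a reference inhibitor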
# Tau fluor cs = counter-screen for tau fibril formation inhibitors | actives 0.93% (n = 280,000) | Potency, µM (doses to about 57.7 µM), for the others: top-dose activity change, negative = decrease | tau K18 P301L Alexa594 fluorescence, heparin fibrillization | AID 1463; note: % is set by controls: 0 for no effect and ±100 for the full control effect; nearly all actives have a fitted effect of over 55% in size
#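 Human tau K18 P301L (15 uM unlabeled, 0.24 uM Alexa 594-labeled) in 100 mM sodium acetate pH 7 with 20 uM heparin, 6 hr at 37 C. ThT 30 uM added, 1 hr ambient; Alexa 594 FP and total fluorescence read at 555/632 nm.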
# GAA inhib = alpha-glucosidase (human) inhibition; P10253; purified human GAA, 4-MU-alpha-glucoside fluorescence; Potency, µM (top dose mostly 76.9 µM), inactives show at the top dose activity change, negative = inhibition, hits mostly inhibitors; actives 0.005% (n = 200,000); AID 1466;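 note: plate controls were uninhibited enzyme wells for no effect and no-enzyme background for full effect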
#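 Human alpha-glucosidase, 4 nM, pre-mixed with test compounds before 400 uM 4-methylumbelliferyl substrate; 20 min room temperature at pH 5.0. Fluorescence read after pH 10 stop; AC50 values from Hill-equation fits.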
# Numbers without * were called inactive; ? = inconclusive; · = not tested or not shown; & = joins results of further samples; [ ] = another dose, or the depositor's remark. Unless noted, calls come from the whole dose curve; as a rule, active = well fitted curve in the direction sought with a large enough effect; inconclusive = small, poorly fitted or top-dose-only effect, or another doubt; inactive = no such curve, though single readings can be large; an effect the other way counts as inactive or inconclusive. Potency is the fitted concentration of half-maximal effect.
smiles	Epigenetic derep	GAA glycogen	NPSR antag	aGlu spleen mod	aGal spleen mod	ALDH1A1 block	Tau fluor cs	GAA inhib
COc1ccc(N2C(N)=C(C#N)C(c3cccnc3)C3=C2CC(C)(C)CC3=O)cc1 (stereo unspecified)	0.0%	-9%	-13%[46.1 µM]	-3%	4%	?	-4%	-11%
CSCSC1=C(C#N)C(c2ccc(Cl)cc2)C(C(C)=O)=C(C)N1 (stereo unspecified)	0.0%	-14%	-28%[46.1 µM]	-2%	-1%	8.9µM*	-27%	-12%
COc1ccc(NC(=O)CN2CCC(C(N)=O)CC2)cc1	-1.0%	-1%	-11%[46.1 µM]	3%	-3%	-1%	-7%	6%
CCN1CCN(Cc2ccc(NC(=O)c3cc(NC(=O)c4ccc5n[nH]nc5c4)cc(OC)c3)cc2C(F)(F)F)CC1	0.6%	3%	13%	2%	3%	·	-29%	·
CC(=O)OCCCNc1cc(Sc2ccc(C)cc2)c2nonc2c1[N+](=O)[O-]	?	-5%	-13%[46.1 µM]	-5%	2%	-13%	?	-9%
CN(C)c1ccc(N=C/C=C2\N(C)c3ccccc3C2(C)C)cc1	0.0%	-4%	?	-14%	-4%	?	?	-14%
OCCNc1ncnc2c1sc1nc(N3CCOCC3)c3c(c12)CCC3	-0.7%	-8%	6%	8%	-4%	?	-4%	-8%
CC(OC(=O)c1cn(-c2ccccc2)nc1-c1cccnc1)C(N)=O (stereo unspecified)	-0.3%	·	-3%	5%	-2%	-1%	-16%	0%
O=C(NCCCN1CCCCCC1)c1ccc2c(Cl)c3c(nc2c1)CCCC3	-1.2%	9%	-19%	-5%	-4%	?	-6%	-3%
CC(=O)Nc1c(O)nc(SCC(=O)Nc2c(C)cccc2C)[nH]c1=O	-0.2%	28%	3%[46.1 µM]	-5%	-4%	-4%	-14%	0%
CC(C)(C)c1cc(NC(=O)COC(=O)C2CC2)n(-c2ccccc2)n1	1.7%	-6%	11%[46.1 µM]	4%	7%	-4%	-2%	?
O=C(c1cc2c(=O)n3ccccc3nc2s1)N1CCc2ccccc2C1	1.1%	1%	-8%	?	?	?	-13%	?
CC(=O)S[C@H]1CC2=CC(=O)CC[C@@]2(C)[C@H]2CC[C@@]3(C)[C@H](CC[C@]34CCC(=O)O4)[C@@H]12	-0.4%[16.9 µM]	·	·	-10%[29.1 µM]	1%[29.1 µM]	2%[20.9 µM]	·	·
Cc1c(C(=O)N2CCOCC2)[nH]c2ccc(OCc3ccccc3)cc12	-2.5%	3%	-3%[46.1 µM]	-9%	-12%	-10%	-27%	-7%
O=C(Nc1ccccc1)C1CCN(C(=O)c2ccccc2)CC1	-1.5%	-11%	-4%[46.1 µM]	3%	2%	12%	-18%	-6%
COc1ccc(-n2c(SCC(=O)/C(C#N)=C(\C)N)nc3ccccc3c2=O)cc1OC	3.7%	5%	35%	2%	1%	11%	-13%	-2%

# Gathered by group: the entries above with a Cl atom
smiles	Epigenetic derep	GAA glycogen	NPSR antag	aGlu spleen mod	aGal spleen mod	ALDH1A1 block	Tau fluor cs	GAA inhib
CSCSC1=C(C#N)C(c2ccc(Cl)cc2)C(C(C)=O)=C(C)N1 (stereo unspecified)	0.0%	-14%	-28%[46.1 µM]	-2%	-1%	8.9µM*	-27%	-12%
O=C(NCCCN1CCCCCC1)c1ccc2c(Cl)c3c(nc2c1)CCCC3	-1.2%	9%	-19%	-5%	-4%	?	-6%	-3%

# Entries of single compounds, quoted from the list. Order of screens: Epigenetic derep, GAA glycogen, NPSR antag, aGlu spleen mod, aGal spleen mod, ALDH1A1 block, Tau fluor cs, GAA inhib
# CC(=O)Nc1c(O)nc(SCC(=O)Nc2c(C)cccc2C)[nH]c1=O in the list: -0.2%, 28%, 3%[46.1 µM], -5%, -4%, -4%, -14%, 0%
# O=C(NCCCN1CCCCCC1)c1ccc2c(Cl)c3c(nc2c1)CCCC3 in the list: -1.2%, 9%, -19%, -5%, -4%, ?, -6%, -3%

# Next part
smiles	Epigenetic derep	GAA glycogen	NPSR antag	aGlu spleen mod	aGal spleen mod	ALDH1A1 block	Tau fluor cs	GAA inhib
Cc1ccc(CSCc2ccc(C(=O)NCC3CCCO3)o2)cc1 (stereo unspecified)	1.0%	4%	11%	-25%	-11%	-4%	-8%	3%
COc1ccc(CCNC(=O)c2nnc(Cc3ccc(Cl)cc3)o2)cc1OC	?	12%[76.3 µM]	-12%[46.1 µM]	-6%	-1%	-4%	-10%&-6%	-3%
COc1ccccc1Nc1nc2nonc2nc1N1CCCCC1C (stereo unspecified)	0.9%	-4%	-38%	1%	5%	5%	-25%	-4%
O=C(Nc1ccc(OC(F)F)c(Cl)c1)[C@@H]1CCCN1C(=O)c1cccs1	0.0%	16%	?	-12%	-2%	1%	-11%	-6%
COc1ccccc1CNC(=O)c1ccc(CNc2c(N3CCCC3)c(=O)c2=O)cc1	-1.0%	-1%	3%	-7%	2%	3%	-8%	2%
OCCC1CN(Cc2c(O)ccc3ccccc23)CCN1CCc1ccccc1 (stereo unspecified)	0.9%	6%	-2%	0%	4%	11µM*	?	2%
O=C(CCC(=O)N/N=C/c1ccccc1O)NCc1ccccc1	0.0%	-1%	4%	7%	23%	-3%	1%	?
CO/N=C(\C(=O)N[C@@H]1C(=O)N2C(C(=O)O)=C(COC(C)=O)CS[C@H]12)c1csc(N)n1 (stereo in doubt)	1.1%&-0.2%	3%	?	-2%&3%	-5%&5%	3%&1%	-4%&-15%	1%[15.4 µM]
Cc1ccc(S(=O)(=O)N(Cc2ccccc2)Cc2ccco2)cc1	0.0%	-1%	-22%[46.1 µM]	6%	0%	-4%	-14%	-7%
Cc1csc(SCC(=O)Nc2ccccn2)n1	-1.0%	-12%	-4%[46.1 µM]	0%	-15%	-5%	1%	0%
CC(C)(C)NC(=O)c1cc(Cl)ccc1[N+](=O)[O-]	-1.0%	-12%	18%	-2%	-2%	-2%	-1%	-1%
CCN(CC)C(=O)C(=O)c1c(-c2ccccc2)[nH]c2ccccc12	0.0%	-1%	20%	4%	3%	21%	6%	3%
COc1ccc(/C=C/C(=O)OCC(=O)c2c(N)n(C)c(=O)n(C)c2=O)c(OC)c1	14%	10%	-3%	-4%	0%	?	2%	?
Cc1ccc(N2C(=O)CC3(CC4C=CC3C4)C2=O)cc1 (stereo unspecified)	-0.1%	1%	-10%[46.1 µM]	-7%	9%	4%	-10%	-3%
Cc1[nH]c2ccccc2c1/C=N\NC(=O)CNc1ccc2c(c1)OCO2	-1.6%	-5%	-6%	-15%	2%	-13%	?	5%
COc1ccc(N2C(=O)c3ccccc3NC2c2cccnc2)cc1 (stereo unspecified)	1.3%	4%	-12%	-18%	8%	?	-2%	-5%
COc1cc(/C=C/CN2CCN(CCC(C)C)C(CCO)C2)ccc1O (stereo unspecified)	-2.8%	?	-16%	8%	6%	-5%	-21%	7%
O=C(Nc1nnc(C2CC2)s1)C1=NN(C2CCS(=O)(=O)C2)C(=O)CC1 (stereo unspecified)	-2.2%	-4%	1%	·	5%	?	2%	0%
N#CN=C1CCCCCN1CC(N)=O	-8.7%	9%	6%[46.1 µM]	3%	-4%	-11%	4%	-3%
S=C(Nc1ccccc1Cl)NC1CCCCCC1	2.2%	-19%	-36%	1%	9%	?	-2%	3%
COC(=O)c1ccc(CNC(=O)COC(=O)CCC2CCCC2)cc1	0.0%	-7%	11%	-7%	3%	-13%	11%	8%
COc1cc2c(cc1OC)CN(C(=O)c1ccc(OC)c(S(=O)(=O)N3CCOCC3)c1)CC2	0.9%	?	5%[7.67 µM]	13%	10%	-10%	7%	-6%
Cc1ccc(-c2nn(C)c(=O)c3ccccc23)cc1CNC(=O)CN1CCOCC1	0.0%	3%	-15%[46.1 µM]	-5%	-2%	?	16%	0%
CCOC(=O)CN1CC23C=CC(O2)C(C(=O)Nc2ccc(OC)cc2OC)C3C1=O (stereo unspecified)	0.0%	-5%	14%	-11%	-4%	4%	-3%	2%
CC(=O)c1c(C)[nH]c(C(=O)Nc2cccc(S(=O)(=O)N3CCOCC3)c2)c1C	1.1%	9%	15%	-5%	-6%	-3%	-12%	-12%
CC(NC(=O)c1cccs1)c1n[nH]c(=S)n1C (stereo unspecified)	-2.0%	10%	2%	-2%	-5%	3%	5%	0%
CC1(C)CC(=O)C2=C(C1)N(Cc1cccnc1)C(=O)C2(NC(=O)c1ccc(F)cc1)C(F)(F)F (stereo unspecified)	0.0%	?	4%[46.1 µM]	3%	11%	0%	-7%	0%
Cc1ccc(-c2csc(NC(=S)NC(=O)c3ccco3)n2)cc1	4.8%	9%	-37%	2%	-10%	16%	-4%	-1%
O=C1CSCN1c1ccc(Cl)c(Cl)c1	2.6%	16%	24%	-1%	-2%	3%	0%	7%
CCOc1c(Cl)cc(C(=O)Nc2ccccc2-c2ccccc2)cc1Cl	-3.6%	1%	-28%[46.1 µM]	0%	-9%	?	-19%	-10%
CN(c1ccc(C(=O)NCc2cccs2)cc1)S(=O)(=O)c1ccccc1	0.0%	-7%	-5%	-7%	5%	6%	-16%	3%
COc1ccc(NC(=O)c2ccc3c(c2)n(C)c(=O)n3C)cc1	4.0%	4%	4%	4%	-2%	-4%	-9%	6%
CCOC(=O)C1=C(N)OC2=C(C(=O)CC(C)(C)C2)C1c1ccoc1 (stereo unspecified)	1.8%	1%	-4%[46.1 µM]	-2%	5%	25µM*	-7%	1%
CC(=O)c1c(C)[nH]c(C(=O)Nc2ccccc2N2CCOCC2)c1C	-3.5%	-3%	0%	2%	5%	2%	-5%	1%
O=S(=O)(c1cccc(-c2csc(-c3cccnc3)n2)c1)N1CCOCC1	-0.5%	-8%	-2%	-9%	4%	·	-13%	·
O=C(O)CCC(=O)NCc1ccc(C(=O)O)cc1	?	5%	0%[46.1 µM]	-6%	-6%	-14%	-12%	-8%
COc1ccc(/C=C/C(=O)Nc2ccncc2)cc1OC	-0.1%	7%	14%	-4%	2%	-1%	-2%[2.34 µM]	2%
CN=c1scc(-c2ccc(OC)cc2)n1/N=C(\C)c1cccnc1	-1.4%	0%	-16%	4%	5%	9%	?	-7%
O=C(NC1CCCCC1)Oc1cc2oc(=O)sc2cc1Br	-1.0%	?	-9%	-3%	4%	·	·	·
Cc1cc(C)nc(N/N=C/c2ccccc2OCc2ccc(Br)cc2)n1	0.6%	5%	-46%	-4%	-7%	-5%	16%	-4%

# This is a subset; the hit share may differ from the screen's.
